High-throughput results from PubChem BioAssay.
GRIN3A LBD mod – binders of NR3A ligand-binding domain, primary screen, biophysical, differential scanning fluorimetry, uHTS; AID 1259313, 2017; Tm shift relative to glycine control, % at 25 µM; NR3A LBD differential scanning fluorimetry, Tm shift; 0% = protein alone, 100% = glycine-bound protein; 340,000 compounds, 2.5% hits;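 active = melting temperature shift of at least 10% of the positive control shift, at one fixed dose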
SENP8 inh – human SENP8 protease inhibitors, primary screen, biochemical, fluorescence, Nedd8 protein substrate, uHTS; recombinant SENP8; inhibition, % at 20 µM; 360,000 compounds, 0.64% hits; AID 602440, 2012; in the data active = inhibition mostly above about 40%, no sharp cut-off; inactive = mostly below about 27%
Target sequence (Q96LD8 whole entry, looked up): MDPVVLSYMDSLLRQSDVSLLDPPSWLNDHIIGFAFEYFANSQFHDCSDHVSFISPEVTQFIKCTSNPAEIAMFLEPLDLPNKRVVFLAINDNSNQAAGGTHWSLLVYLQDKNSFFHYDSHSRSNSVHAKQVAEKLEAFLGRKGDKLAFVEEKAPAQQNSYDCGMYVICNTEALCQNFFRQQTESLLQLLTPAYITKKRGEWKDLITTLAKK
PfGluPho inh – PfG6PD enzyme inhibitors, primary screen, biochemical, fluorescence intensity, uHTS; AID 504690, 2011; PfGluPho enzyme, NADPH resazurin-diaphorase fluorescence; inhibition, % at 20 µM; 350,000 compounds, 0.78% hits;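 active = inhibition reaching at least a set limit at 20 µM in the primary screen, cut at about 59% in these data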;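 note: 0% = DMSO wells with substrate and 100% = DMSO wells lacking glucose-6-phosphate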
SENP1 inh – human SENP1 catalytic domain inhibitors, primary screen, biochemical, FRET, uHTS; Sentrin-specific protease 1 (Homo sapiens), Q9P0U3; recombinant SENP1 catalytic domain, CyPet-SUMO1-YPet FRET cleavage; inhibition, % at 10 µM; 360,000 compounds, 0.21% hits; AID 624204, 2012;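 active = inhibition at least 30% at 10 µM, raw YFP signal under a set limit, fluorescence ratio 0.5 to 1.5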;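 note: 0% = enzyme with DMSO and 100% = no enzyme wells; some results filed as inactive read as strong as hits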
Target sequence (Q9P0U3 419-644 limits assumed): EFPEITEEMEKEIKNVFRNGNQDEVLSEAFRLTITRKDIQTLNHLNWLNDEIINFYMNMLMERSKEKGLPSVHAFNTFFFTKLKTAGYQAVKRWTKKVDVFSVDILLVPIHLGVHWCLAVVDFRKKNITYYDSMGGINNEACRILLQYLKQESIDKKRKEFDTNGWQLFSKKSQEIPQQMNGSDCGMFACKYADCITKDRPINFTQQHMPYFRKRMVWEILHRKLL
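system = hSENP1 catalytic domain, recombinant | reagent = SFCypet-SUMO1-SFYpet substrate at 25 nM | doses = one dose per compound, 10 µM, 0.5% DMSO | incubation = enzyme reaction for 50 min at room temperature, dark | measured by = FRET, CFP and YFP emission | controls = no-enzyme low, enzyme-DMSO high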
MPTP block – mitochondrial permeability transition pore inhibitors, primary screen, biochemical, isolated mouse mitochondria, absorbance | 360,000 compounds, 1.4% hits | inhibition, % at 10 µM | Ca2+ swelling absorbance, 30 min;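 active = inhibition of 50% or more, scaled per plate between neutral and stimulator controls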;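 note: 0% = DMSO wells given calcium and 100% = 1 mM EGTA wells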
hIAP activ – human IAP activators, primary screen, biochemical, luminescence, uHTS | 330,000 compounds, 0.16% hits | Intestinal-type alkaline phosphatase (Homo sapiens), P09923 | AID 2524, 2010 | purified human IAP, CDP-Star luminescence, 30 min; active compounds read high; 1 = vehicle-only enzyme, 0 = enzyme-free background | activation factor at 10 µM;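 active = activation factor of the enzyme at least 2-fold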; note: the source names both 10 and 20 µM as test concentration; values of inactives mirror those of a sister screen read the other way
SENP6 inh – SENP6 protease inhibitors, primary screen, biochemical, luminescence, uHTS | Recombinant SENP6 catalytic domain, aminoluciferin luminescence | inhibition, % at 10 µM | 330,000 compounds, 1.8% hits | Sentrin-specific protease 6 (Homo sapiens), Q9GZR1;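 active = inhibition above about 50% at the single tested dose, limit read from the data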;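 note: plate controls were DMSO wells with enzyme for no effect and DMSO wells lacking enzyme for full effect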
Target sequence (Q9GZR1 628-1112 limits assumed): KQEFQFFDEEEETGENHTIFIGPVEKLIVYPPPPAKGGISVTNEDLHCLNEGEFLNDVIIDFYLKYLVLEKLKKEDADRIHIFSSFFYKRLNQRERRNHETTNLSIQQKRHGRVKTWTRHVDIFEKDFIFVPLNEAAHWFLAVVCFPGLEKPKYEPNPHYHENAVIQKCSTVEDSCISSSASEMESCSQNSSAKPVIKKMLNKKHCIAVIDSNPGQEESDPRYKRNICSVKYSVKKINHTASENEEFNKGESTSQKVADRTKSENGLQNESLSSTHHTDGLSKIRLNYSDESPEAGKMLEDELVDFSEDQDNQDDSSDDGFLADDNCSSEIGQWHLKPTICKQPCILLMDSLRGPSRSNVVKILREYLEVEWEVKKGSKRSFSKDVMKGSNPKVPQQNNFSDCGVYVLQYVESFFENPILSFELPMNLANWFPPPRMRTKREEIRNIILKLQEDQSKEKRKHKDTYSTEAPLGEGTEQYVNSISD
ATG4B inhibitor – ATG4B protease inhibitors, primary screen, biochemical, fluorescence, uHTS; inhibition, % at 8.33 µM; ATG4B cleavage of LC3-PLA2, NBD-HPC fluorescence, 1 h; 340,000 compounds, 0.51% hits; in the data active = inhibition above about 40%
An asterisk follows results filed as active; i = inactive; · = not tested or not shown.

Each structure is followed by: GRIN3A LBD mod	SENP8 inh	PfGluPho inh	SENP1 inh	MPTP block	hIAP activ	SENP6 inh	ATG4B inhibitor
1. O=C(Nc1ccc(NC(=O)C2CC2)cc1)c1cccs1
 : 17*	5	8	-1	-0.1	1.2	0	-10
2. COc1ccc(C2=CC(=O)C[C@H](c3ccc(OC)c(OC)c3)C2)cc1
 : 3	9	13	0	2.8	0.93	6	-9
3. O=C(O)c1cnn2c(-c3ccccc3)ccnc12
 : 1	-100	3	2	-0.1	0.85	0	-2
4. CC1=C(C#N)C(c2ccc(O)cc2)C(C#N)=C(C)N1
 : 2	-314	-16	3	2.2	1.1	-21	-3
5. COc1ccc(OC)c(S(=O)(=O)N(C)CC(=O)N2CCOCC2)c1
 : 1	3	-17	1	-0.9	1.1	-5	1
6. CC1CCCCN1C(=O)COC(=O)C1CCN(S(=O)(=O)c2ccc(Cl)c(C(F)(F)F)c2)CC1 (configuration not stated)
 : 21*	-2	-12	1	0.1	1	7	-5
7. Cc1nnc(C)n1/N=C/c1cccc(Oc2ccccc2)c1
 : -1	-33	-6	0	-0.3	1.1	-10	1
8. CCC(=O)N1CCc2cc(Br)cc(S(=O)(=O)CC(=O)OC)c21
 : 14*	15	22	0	1.0	1.1	-7	-8
9. COC(/C=C/Nc1ccc(OC)cc1)=C(C#N)C#N
 : -1	23	-13	0	-0.5	1.2	-14	-3
10. CCOC(=O)c1cc(-c2ccc(N3CCOCC3)cc2)nn1-c1ccccc1C(=O)O
 : -3	-2	8	-9	0.4	1	-8	31
11. COc1ccc(OC)c(C2NC(=O)NC(C)=C2C(=O)OCc2ccccc2)c1 (configuration not stated)
 : 2	7	6	0	-0.8	1	17	-2
12. CN(C)C(=O)CCCCCCCCC(=O)N(C)C
 : 1	8	11	3	1.4	0.83	-17	-3
13. CCn1nc(NC(C)=O)c2cc3ccc(C)cc3nc21
 : -1	-270	16	-23	0.6	1.1	3	0
14. CC1CCCN(C(=O)c2ccc3ncsc3c2)C1 (configuration not stated)
 : 0	-36	-8	-3	0.3	1.3	-8	-1
15. Cc1nnc2ccc(-c3ccc(NS(=O)(=O)c4ccccc4[N+](=O)[O-])cc3)nn12
 : 0	-24	7	4	-0.2	1.1	-3	-5
16. CN1C(=O)CC(C(=O)O)SC1=Nc1cccc(C(F)(F)F)c1 (configuration not stated)
 : 2	8	-10	1	0.1	1.1	-22	-4
17. CC1CCCCC1N(C)C1CCN(C(=O)CNC(=O)/C=C/c2cccc(Cl)c2)CC1 (configuration not stated)
 : -1	26	-3	3	0.2	0.92	-6	5
18. CC1=Nc2ccccc2N=C(NC(=O)CSC(=S)N2CCCCC2)C1c1ccccc1 (configuration not stated)
 : -2	15	1	3	6.5	1	-1	12
19. Cc1ccc(CN2CCN(/N=C/c3cccs3)CC2)cc1
 : 2	17	3	3	0.1	0.88	-3	6
20. O=C1CC(c2cc(Br)ccc2F)c2cc3c(cc2N1)CCC3 (configuration not stated)
 : 3	7	-3	-1	0.0	0.75	-32	-3
21. CCN(CC)S(=O)(=O)c1ccc(C)c(NC(=S)N2CCN(C/C=C/c3ccccc3)CC2)c1
 : -3	5	26	0	15	1	21	-21
22. Cc1ccc(OCC(O)CN2CCC(Cc3ccccc3)CC2)c(C)c1 (configuration not stated)
 : -1	17	5	0	3.0	1.2	11	-5
23. Cc1nn(-c2ccccn2)c2c1C(c1ccncc1)C1=C(CC(C)(C)CC1=O)N2 (configuration not stated)
 : -17	-278	-4	0	7.8	0.9	6	-4
24. O=[N+]([O-])c1ccc(C=NN2CCOCC2)s1
 : ·	48*	-12	13	-1.0	·	·	·
25. CCOC(=O)CSc1cc(C(F)(F)F)nc(-c2ccccn2)n1
 : -2	15	-4	0	0.7	0.88	-4	-9
26. Cc1ccc(OCCN(C)C)c([N+](=O)[O-])c1
 : 0	10	-22	1	0.6	1	-4	2
27. Cn1c(=O)c2c(SCC(=O)N3CCCCC3)nc(-c3ccccc3F)nc2n(C)c1=O
 : -1	9	-20	3	0.5	1.2	-4	10
28. N#Cc1c(-c2ccco2)cc(-c2cccnc2)nc1N
 : -3	-274	20	-36	1.2	1.2	13	-12
29. Cc1ccc(-c2nc(CS(=O)CC(=O)NC3CCCCC3)c(C)o2)cc1 (configuration not stated)
 : 2	2	-7	2	-1.1	1	-10	8
30. O=C(COc1ccccc1)Nc1ccccc1N1CCCCC1
 : 1	24	-7	0	11	1.1	-7	38
31. Cc1ccc(C(=O)Sc2cccccc2=O)cc1
 : 0	7	39	4	1.1	0.93	15	-1
32. COc1cccc(OCC(O)CN2CCC(Cc3ccccc3)CC2)c1 (configuration not stated)
 : -1	11	-15	1	56*	1.2	-28	4
33. O=C(Nc1ccc(N2CCOCC2)cc1)Nc1cnsn1
 : -4	19	37	4	-1.0	0.94	-1	2
34. O=C(NC(=O)N1CCCCCC1)c1ccc(Cl)cc1
 : -1	6	3	1	-1.2	1	12	-5
35. CCCCC(=O)NC1(C(F)(F)F)C(=O)N(CC(C)C)C2=C1C(=O)CC(C)(C)C2 (configuration not stated)
 : 1	10	-11	0	-1.3	0.93	-10	0
36. CC(=O)Nc1nc(-c2ccccc2)cc(-c2ccco2)c1C#N
 : -3	i	4	4	-2.5	0.88	4	3
37. Cc1ccc(C(=O)CC(=O)COc2ccc(Cl)cc2C)cc1
 : -4	2	-15	0	-0.1	1	-5	-10
38. Cc1c(C(=O)NCCS(=O)(=O)N2CCN(c3ccccc3F)CC2)cccc1[N+](=O)[O-]
 : -1	11	-6	2	1.0	1.3	-4	-1
39. COCC(=O)N(Cc1nc2sc(C)c(C)c2c(=O)[nH]1)C1CCCCC1
 : -3	-37	19	-7	1.2	0.92	3	-7
40. NC(=O)C1CCN(C(=O)CSc2nc3ccccc3s2)CC1
 : 0	10	-1	0	-2.3	0.98	-6	0
41. CCN(C(=O)COC(=O)C1CCC(C(C)(C)C)CC1)c1c(N)n(Cc2ccccc2)c(=O)[nH]c1=O (configuration not stated)
 : 6	3	-23	-2	3.6	·	·	-21
42. O=C(CSc1nnc(-c2ccc(S(=O)(=O)N3CCCC3)cc2)n1CC1CCCO1)NC1CC1 (configuration not stated)
 : 0	19	-13	2	-4.6	0.92	-10	1
43. CCN(CC)S(=O)(=O)c1ccc(Oc2ccccc2)cc1
 : 13*	6	-2	2	0.1	0.91	-2	20
44. O=C(Nc1cnccn1)c1cccnc1
 : 0	7	9	1	-0.3	0.85	-3	6
45. NNC(=O)c1ccc(Oc2cc(Cl)cc(Cl)c2)o1
 : 0	3	2	2	-0.2	1.2	-1	2
46. Cc1ccc(S(=O)(=O)N2CCN(CC(=O)NC3CCCc4ccccc43)CC2)c(C)c1 (configuration not stated)
 : -2	39	-7	1	3.3	1	-20	-7
47. COc1ccc(CC(=O)NC2=NCCS2)cc1
 : 1	5	-9	0	-2.4	0.98	6	-5
48. CC(=O)c1cccc(NC(=O)COC(=O)COc2ccc(Cl)cc2)c1
 : -1	0	-14	5	0.7	1.2	2	-6
49. COc1ccc(-c2nc(CS(=O)CC(=O)NC3CCCCC3)c(C)o2)cc1OC (configuration not stated)
 : 1	8	-1	1	-0.4	0.94	-3	-4
50. Cc1ccc(C(=O)NC2CCN(CC(=O)Nc3c(C)cc(C)cc3C)CC2)cc1
 : 1	16	4	2	-2.2	0.98	-18	-1

(listing goes on)
Each structure is followed by: GRIN3A LBD mod	SENP8 inh	PfGluPho inh	SENP1 inh	MPTP block	hIAP activ	SENP6 inh	ATG4B inhibitor
51. Cc1cccc(COc2ccccc2C(=O)N(C)CC(=O)Nc2cccc(F)c2)c1
 : -3	19	13	1	-1.6	1.1	-1	1
52. COc1ccccc1NC(=O)Cc1noc(CSc2nnc(C)s2)n1
 : -2	11	0	-2	2.1	0.96	9	-4
53. O=C(O)CN1C(=O)/C(=C\c2cccc(OCc3ccccc3F)c2)SC1=S
 : 31*	20	-13	4	1.8	0.85	-1	14
54. O=C(c1ccc2c(c1)OCO2)N1CCC2(CC1)Oc1ccc(Cl)cc1C(=O)C21CC(c2cccnc2)=NO1 (configuration not stated)
 : 4	7	0	2	2.9	1	0	-4
55. COc1ccccc1-c1c(C)[nH]n2c(=O)c(Cc3ccccc3)c(C)nc12
 : 0	-157	11	3	-2.5	1.1	-11	-1
56. O=c1cc(O)nc(SCc2ccccc2)[nH]1
 : 1	6	2	2	1.3	0.94	-2	-14
57. Nc1ccn(C2CCCO2)c(=O)n1 (configuration not stated)
 : 1	7	-19	0	0.9	·	·	5
58. Cn1c(N)c(C(=O)COC(=O)COc2ccc(Br)cc2)c(=O)n(C)c1=O
 : -1	19	17	0	-0.3	1.1	-15	-19
59. C[C@@H](C(=O)NCCc1ccc(F)cc1)N1C(=O)N2CCc3c([nH]c4ccccc34)[C@@]2(C)C1=O
 : -5	38	4	2	-0.9	0.86	-2	-19
60. CC(C)(C)Cc1nnc(NC(=O)c2ccc([N+](=O)[O-])cc2)s1
 : 1	17	4	5	0.3	0.99	-5	-1
61. CC(C)(C)NC(=O)NC(=O)COC(=O)C1CC(=O)N(Cc2ccccc2)C1 (configuration not stated)
 : 2	29	-12	0	-2.0	0.84	3	-7
62. O=C(CSc1cc(Cl)ccc1Cl)NCCCn1ccnc1
 : 6	17	12	-2	0.3	1.1	-3	-6
63. CCCC(CCC)=NNC(=O)c1ccccc1F
 : -2	3	-9	0	-1.9	1.1	-1	10

Record cards (already shown). Values in the order: GRIN3A LBD mod	SENP8 inh	PfGluPho inh	SENP1 inh	MPTP block	hIAP activ	SENP6 inh	ATG4B inhibitor
Shown for CCCC(CCC)=NNC(=O)c1ccccc1F → -2	3	-9	0	-1.9	1.1	-1	10
Shown for Nc1ccn(C2CCCO2)c(=O)n1 (configuration not stated) → 1	7	-19	0	0.9	·	·	5
Shown for COc1ccccc1NC(=O)Cc1noc(CSc2nnc(C)s2)n1 → -2	11	0	-2	2.1	0.96	9	-4
Shown for C[C@@H](C(=O)NCCc1ccc(F)cc1)N1C(=O)N2CCc3c([nH]c4ccccc34)[C@@]2(C)C1=O → -5	38	4	2	-0.9	0.86	-2	-19
